Compound activity deposited in PubChem by National Center for Advancing Translational Sciences (NCATS).
KAT2A inh: inhibitors of human GCN5L2 histone acetyltransferase; Potency, µM (doses to about 58.9 µM), for inactives: at the highest dose activity change, negative = inhibition, hits mostly inhibitors; hit rate 0.21% among 390,000; AID 504327; Q92830; GCN5L2 HAT assay, ThioGlo1 CoA-SH fluorescence
Target sequence (Q92830 whole entry, looked up): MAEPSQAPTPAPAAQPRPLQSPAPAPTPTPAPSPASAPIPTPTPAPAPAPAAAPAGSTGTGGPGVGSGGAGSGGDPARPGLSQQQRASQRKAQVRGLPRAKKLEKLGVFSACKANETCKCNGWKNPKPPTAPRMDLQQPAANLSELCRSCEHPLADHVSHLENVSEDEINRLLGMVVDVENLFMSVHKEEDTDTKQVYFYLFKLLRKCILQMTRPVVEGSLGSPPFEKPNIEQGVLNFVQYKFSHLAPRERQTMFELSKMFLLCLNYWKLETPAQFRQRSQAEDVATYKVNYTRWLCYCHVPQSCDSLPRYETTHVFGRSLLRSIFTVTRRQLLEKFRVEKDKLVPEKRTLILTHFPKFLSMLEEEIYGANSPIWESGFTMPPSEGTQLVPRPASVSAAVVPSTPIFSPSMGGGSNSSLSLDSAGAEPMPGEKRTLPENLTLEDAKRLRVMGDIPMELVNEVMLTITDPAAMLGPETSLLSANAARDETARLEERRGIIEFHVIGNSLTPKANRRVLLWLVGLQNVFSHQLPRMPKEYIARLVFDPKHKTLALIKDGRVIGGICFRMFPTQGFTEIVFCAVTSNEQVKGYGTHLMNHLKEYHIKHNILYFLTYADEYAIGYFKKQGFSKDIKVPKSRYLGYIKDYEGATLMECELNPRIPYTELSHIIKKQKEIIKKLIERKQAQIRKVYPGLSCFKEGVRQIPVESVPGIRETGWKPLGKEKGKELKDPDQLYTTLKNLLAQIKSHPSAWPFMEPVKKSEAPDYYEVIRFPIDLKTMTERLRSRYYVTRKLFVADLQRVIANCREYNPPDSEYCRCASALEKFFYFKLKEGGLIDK
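Fluorescence readout, Ex340nm/Em540nm: ThioGlo1 (50uM final) reacts with free CoA thiol released as 20nM GCN5L2 acetylates H3(1-25) peptide (75uM) using acetyl-CoA (70uM). Compound and enzyme sat 15 min beforehand; 20 min room-temperature reaction.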
DT40 TDP1 CPT: growth inhibition of DT40 Tdp1-/-;hTDP1 cells with camptothecin (screen for TDP1 inhibitors) | chicken DT40 Tdp1-/-;hTDP1 cells + 20 nM CPT, ATP luminescence, 48 h | Potency, µM (doses to about 46.2 µM), for the others: at the top dose activity change, negative = growth inhibition, actives largely listed as inhibitors | hit rate 12% among 420,000 | AID 686979; note: nearly all actives have a fitted effect of over 55% in size
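Chicken DT40 Tdp1-/- cells complemented with human TDP1, 400 cells/well, exposed to compounds plus 20 nM camptothecin for at least 48 h at 37 C; viability read as ATP content by CellTiter-Glo luminescence.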
TDP1 cell noCPT: qHTS for Inhibitors of human tyrosyl-DNA phosphodiesterase 1 (TDP1): qHTS in cells in absence of CPT | hit rate 15% among 420,000 | DT40 Tdp1-/- hTDP1 cells, no CPT, ATP luminescence, 48 h | Potency, µM (top dose mostly 46.2 µM), for the others: at the highest dose activity change, negative = growth inhibition, usual class: inhibitors | AID 686978, 2013; note: nearly all actives have a fitted effect of over 55% in size
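A cellular qHTS used chicken DT40 cells lacking endogenous Tdp1 but carrying stably transfected human TDP1. Compounds were applied without camptothecin, and cell growth kinetics were judged by ATP-dependent luminescence after ≥48 hr.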
Numbers without * were called inactive; ? = inconclusive; nt = no result given; & = joins results of further samples; [ ] = remark or other dose. Calls come from the whole dose curve; as a rule, active = well fitted curve in the direction sought with a large enough effect; inconclusive = small, poorly fitted or top-dose-only effect, or another doubt; inactive = no such curve, though single readings can be large; an effect the other way counts as inactive or inconclusive. % is set by controls: 0 for no effect and ±100 for the full control effect; potency is the fitted concentration of half-maximal effect.

Order of results: KAT2A inh	DT40 TDP1 CPT	TDP1 cell noCPT
- CC1(O)C[C@]2(C)N(O)C3CCCC[C@@H]3N2O1 (stereo partly drawn)
  -1%	5%	0%
- Cn1c(=O)c2c(-c3ccccc3)n3c(c2n(C)c1=O)C(c1ccco1)Nc1ccccc1-3 (stereo not drawn)
  -12%	?	?
- CCCCC(=O)N/N=C/c1c(O)n(CCCC)c(=S)[nH]c1=O
  -19%	?	?
- Cc1cc(S(N)(=O)=O)ccc1N=Cc1c(O)n(-c2ccccc2)c(=O)[nH]c1=O
  6%	-1%	-1%
- c1ccc(-c2ccc3c(c2)CNCc2cnnn2-3)cc1
  nt	-25%	-15%
- N#Cc1cccc(NC(=O)N2CC3(CCN(C(=O)Oc4ccccc4)CC3)C2)c1
  5%	-4%	?
- CN(CC(=O)N[C@H](CO)Cc1ccccc1)C(=O)[C@H](CCS(C)=O)NC(=O)[C@@H](N)Cc1ccc(O)cc1 (stereo partly drawn)
  -12%	-9%[4.12 µM]	-5%[4.12 µM]
- COc1cc(C(=O)O)cc(OC)c1OC
  nt	-2%	-5%
- Cc1ccc2c(c1)CC1(CN2C)C(=O)NC(=O)N(c2ccccc2C)C1=O (stereo not drawn)
  7%	-19%	?
- N[C@@H](Cc1ccc(Oc2cc(I)c(O)c(I)c2)c(I)c1)C(=O)O
  nt	14%	-5%
- COc1ccc(N2CC2c2ccncc2)cc1 (stereo not drawn)
  12%	?	?
- Cc1ccc2c(=O)n(-c3cccc(Cl)c3)c(=O)[nH]c2c1
  -6%	?	?
- CCCN(c1ccc(C(C)C)cc1)S(=O)(=O)c1ccc2c(c1)CCN2C(=O)CC
  5%	?	7.3µM*
- COC(=O)c1ccc(N=C(c2ccccc2)c2c(O)n(C)c(=O)n(C)c2=O)cc1
  4%	?	23µM*
- CC(Cc1ccccc1)NC(=O)CCCCC(=O)NC(C)Cc1ccccc1 (stereo not drawn)
  -2%	4%	-12%
- CCCC(=O)NC1=C(N2CC2)C(=O)C(NC(=O)CCC)=C(N2CC2)C1=O
  nt	0.82µM*	1.6µM*
- CC1=CC2OC3CC4OC(=O)C=CC=CC(=O)OCCC(C)C(O)C(=O)OCC2(CC1)C4(C)C31CO1 (stereo not drawn)
  nt	0.023µM*	0.16µM*
- NP(=O)(OCCCCc1ccccc1)Oc1ccccc1Cl (stereo not drawn)
  1%	-9%	-27%
- Cc1nc2cc(C(=O)N3CCC4(CC3)OCCO4)ccc2n1-c1cccc(F)c1
  0%	-22%	?
- CC1(C)C2([N+](=O)[O-])CN3CC1([N+](=O)[O-])CN(C2)C3c1cccnc1 (stereo not drawn)
  -4%	1%	-10%
- N#Cc1cccc(NC(=O)N2CC[C@@]3(CCCN(C(=O)Oc4ccccc4)C3)C2)c1
  -5%	-4%	?
- COc1cc(OC)cc(C2(C#N)CCN(C)CC2)c1
  -4%	-18%	7%
- COC(=O)[C@@]1(C)[C@H]2C(=O)N(Cc3ccccc3)C(=O)[C@H]2[C@H]2CN=C(SCc3ccc(Cl)cc3)N21
  -6%	?	?
- CC(C)c1ccc(OCC(=O)N2CCN(CCc3ccncc3)CC2)cc1
  -13%	-5%	-23%
- CCOc1ccccc1CNCCc1ccc2c(c1)OCO2
  1%	?	?
- O=C(c1cccnc1)c1cc2ccccc2[nH]1
  -1%	9%	?
- Cc1ncoc1C(=O)NCCC(c1ccccc1)c1ccccc1
  -3%	?	-30%
- Nc1nnc(Sc2ncccc2[N+](=O)[O-])s1
  2%	?	16µM*
- O=C1NC(=O)N(CCNc2ncc(C(F)(F)F)cc2Cl)C(=O)C1Cc1ccc(Cl)cc1 (stereo not drawn)
  -19%	23%	-10%
- Cc1ccc(OP(=O)(O)Oc2ccc(C)cc2)cc1
  nt	30%[activator]	1%
- CS(=O)(=O)c1ccc(C2=C(CNC(=O)c3ccncc3)[C@H]3CC[C@@H](C2)N3CCOc2ccccc2)cc1
  nt	7%	1%
- CC1(C(O)(C#CCN2CCCCC2)c2ccccc2)CCCC1 (stereo not drawn)
  -4%	?	?
- O=c1[nH]c(=S)n(CCC2=CCCCC2)c(O)c1/C=N/Nc1ccccc1
  -17%	-9%	-5%
- Cc1cccc(OP(=O)(Oc2cccc(C)c2)OC(c2ccccc2)C(F)(F)F)c1 (stereo not drawn)
  -7%	?	16µM*
- Cc1cccc(N2C(=O)/C(=C/c3ccc(N4CCN(C)CC4)o3)C(=O)NC2=S)c1C
  0%	-12%	-28%
- COC(COC(N)=O)C1=C(N2CC2)C(=O)C(C)=C(N2CC2)C1=O (stereo not drawn)
  nt	0.16µM*	0.16µM*
- COc1cc2[nH]c(=O)n(CCCCCC(=O)N3CCN(c4cccc(C(F)(F)F)c4)CC3)c(=O)c2cc1OC
  -2%	?	6.5µM*
- O=C(Cn1nc(-c2ccc(Cl)cc2)ccc1=O)N1CCC2(CC1)OCCO2
  -3%	-12%	-9%
- COc1ccc(-c2nc3ccccc3c(=O)o2)cc1
  -4%	9%	6%
- CN1CCN(C(=O)COc2ccc3ccccc3c2)CC1
  -5%	-3%	7%

In a second layout: results already given
smiles	KAT2A inh	DT40 TDP1 CPT	TDP1 cell noCPT
Cc1ccc(OP(=O)(O)Oc2ccc(C)cc2)cc1	nt	30%[activator]	1%
CS(=O)(=O)c1ccc(C2=C(CNC(=O)c3ccncc3)[C@H]3CC[C@@H](C2)N3CCOc2ccccc2)cc1	nt	7%	1%
CC1(C(O)(C#CCN2CCCCC2)c2ccccc2)CCCC1 (stereo not drawn)	-4%	?	?
O=c1[nH]c(=S)n(CCC2=CCCCC2)c(O)c1/C=N/Nc1ccccc1	-17%	-9%	-5%
Cc1cccc(OP(=O)(Oc2cccc(C)c2)OC(c2ccccc2)C(F)(F)F)c1 (stereo not drawn)	-7%	?	16µM*

The list goes on:
Order of results: KAT2A inh	DT40 TDP1 CPT	TDP1 cell noCPT
- CC(=O)c1c(O)c(C)c(O)c2c1OC1=Cc3c(c(C)nn3-c3ccccc3)C(=O)C12C (stereo not drawn)
  nt	23µM*	16µM*
- CCCCC[C@H]1CCCCC[C@@H](O)C[C@@H](O)[C@@H](O)/C=C/C(=O)O1
  nt	10µM*	9.2µM*
- CCOC(=O)C1CCN(/C=C2/C(=O)NC(=S)N(c3ccccc3F)C2=O)CC1
  -17%	-4%	-15%
- CC(C)(C)OC(=O)NCc1ccc(CNC(=O)c2nc[nH]c2C(=O)NCc2ccc(CNC(=O)OC(C)(C)C)cc2)cc1
  -5%	15µM*	21µM*
- O=C1C(Cc2cnc[nH]2)NC(=S)N1c1ccccc1 (stereo not drawn)
  -6%	38%[activator]	26%
- Fc1ccccc1CNCCc1ccc2c(c1)OCO2
  -10%	-1%	-28%
- CC1([N+](=O)[O-])COP(=O)(Nc2cccc(Br)c2)OC1 (stereo not drawn)
  nt	-11%	?
- COc1ccc(-c2nn(CCC#N)cc2C(=O)Nc2ccccc2)cc1OC
  -3%	23%	-7%
- Clc1cccc(Cl)c1C1N2CCCN12 (stereo not drawn)
  -2%	2%	-5%
- O=C(NCc1cccnc1)Nc1ccc([N+](=O)[O-])cc1
  -5%	?	-22%
- Cc1nnc2n1-c1sc(CCC(=O)N3CCOCC3)cc1C(c1ccccc1Cl)=NC2
  nt	-12%&-4%	-18%&-2%
- C[C@@H](C(=O)OC1C[C@H]2CC[C@@H](C1)N2C)c1ccc(Br)cc1 (stereo partly drawn)
  -7%[0.501 µM]	30µM*	27µM*
- Cc1ccc(-n2c(/C=C/c3cccs3)nc3ccccc3c2=O)cc1C
  -6%	?	?
- CN1[C@@H]2CC[C@H]1CC(OC1c3ccccc3CCc3ccccc31)C2 (stereo partly drawn)
  -16%	8.2µM*	2.6µM*
- COC(=O)C1=C(c2ccc(OC(F)(F)F)cc2)C[C@@H]2CC[C@H]1N2C(=O)NCCOc1ccccc1
  -13%	23µM*	18µM*
- Cc1c(Cl)cccc1N1C(=O)NC(=O)/C(=C\c2cc(C)n(-c3cccc(C(=O)O)c3C)c2C)C1=O
  -14%	0%	12%
- C=CC[C@]1(O)CC[C@H]2[C@@H]3CCC4=CC(=O)CCC4=C3C=C[C@@]21C
  -19%	13µM*	7.5µM*
- COC(=O)C1=C(c2ccc(F)cc2F)C[C@@H]2CC[C@H]1N2C(=O)NCCNC(C)=O
  -6%	1%	-1%
- Cc1cc(O)ccc1Cl
  -6%&-20%	12%&-16%	-3%&-1%
- O=C(O)CF
  -1%	-2%	-9%
- CN(C(=O)CN1CC=C(c2ccccc2)CC1)c1c(N)n(Cc2ccccc2)c(=O)[nH]c1=O
  3%	1%	-14%
- C[C@]12CC[C@H](O)CC1=CC(=O)C1C2CC[C@]2(C)C(=O)CCC12 (stereo partly drawn)
  3%	-7%	-3%
- COCc1cc(OC(=O)N(C)C)nc(-c2ccc(C)c(Cl)c2)n1
  0%	?	?
- Cc1ccc(-n2c(O)c(C=NCCN3CCNCC3)c(=O)[nH]c2=S)cc1
  -23%	5%	-20%
- O=[N+]([O-])c1ccc(NC2CCN(Cc3ccccc3)CC2)c2ccncc12
  -5%	?	?
- CC(=O)N1CC(=O)Nc2ccc(Br)cc2C1c1ccc(F)cc1 (stereo not drawn)
  -10%	5%	14%
- CC1(C)NC(=O)[C@H]2CCCN21
  nt	-2%	-7%
- O=c1c2ccccc2[nH]c(=S)n1-c1cccc(Cl)c1
  nt	1%	?
- O=C1Nc2ccccc2C1Cc1nc2ccccc2c(=O)n1-c1ccccc1 (stereo not drawn)
  -9%	?	?
- O=C1Nc2ccccc2/C1=C/c1nc2ccccc2c(=O)n1-c1ccc(O)cc1
  -2%	?	?
- O=C(Nc1ccc(F)cc1)OC1CN2CCC1CC2 (stereo not drawn)
  -10%	-8%	-16%
- CC(C)OP(=O)(OC(C)C)C(O)c1ccccc1F (stereo not drawn)
  -2%	20%	-2%
- CN1CCC(C)(O)C2CCCCC21 (stereo not drawn)
  -10%	10%	-3%
- COC(=O)C1=C(c2ccc(F)cc2OCc2ccccc2)C[C@@H]2CC[C@H]1N2C(=O)NC1CCN(Cc2ccccc2)CC1
  0%	8.2µM*	23µM*
- Oc1ccc(Cl)c(Cl)c1Cl
  3%	3%	-5%
- COC(=O)C1=C(c2ccc(OC(F)(F)F)cc2)C[C@@H]2CC[C@H]1N2C(=O)NCCc1ccccc1
  -9%	2.9µM*	?
- CC(=O)[C@@]1(O)CC[C@H]2[C@@H]3CCC4=CC(=O)CC[C@]4(C)C3(F)[C@@H](O)C[C@@]21C (stereo partly drawn)
  nt	13%	-14%
- O=C(Nc1cccc(Br)c1)c1c(O)c2c(n(Cc3ccccc3)c1=O)CCCC2
  -5%	4%	-5%
- Cc1ccc(-c2cc(-c3ccc(C)cc3)[n+](-c3ccccc3)c(-c3ccc(C)cc3)c2)cc1
  -1%	0.52µM*	0.37µM*
- Cc1ccc(NC(=O)COC(=O)CCc2c[nH]c3ccccc23)cc1[N+](=O)[O-]
  -15%	?	9%
- NCC1(c2ccc3c(c2)OCCO3)CCCC1
  1%	7%	-10%
- CCCCCc1cc(O)c2c(c1)OC(C)(C)c1ccc(C)cc1-2
  nt	17µM*	9.4µM*
- CNC(C)(C)Cc1ccccc1
  1%	-28%	1%
- OC(c1ccccc1)(c1ccccc1)C1CN2CCC1CC2 (stereo not drawn)
  -4%&-6%	?	?
- CCOC(=O)C1SC2(C(F)F)CC1(O)c1c(c(OC)c3occc3c1OC)O2 (stereo not drawn)
  2%	?	?
- Cc1sc2ncnc(N3CCC(C(=O)Nc4ccc(C#N)c(Cl)c4)CC3)c2c1C
  -3%	18µM*	?
- COc1ccc(NC(=O)Cn2c(=O)c3cccn3c3ccccc32)cc1Cl
  -15%	?	?
- CN(CCc1ccccc1)C(=O)c1ccc(NC(=O)Cc2cccc([N+](=O)[O-])c2)cc1
  -6%	?	?
- C/C(=N\Nc1cccc2ccccc12)c1c(O)n(Cc2ccccc2)c(=O)[nH]c1=O
  8%	16µM*	21µM*
- C[C@@H]1CN([C@@H](C)CO)C(=O)c2c(c3ccccc3n2C)-c2ccccc2CO[C@H]1CN(C)C(=O)[C@H](C)c1ccccc1
  nt	16µM*	18µM*

Some of the compounds tested, so the mix of outcomes need not match the whole.
